hK5 inh: kallikrein 5 (human) inhibition; recombinant hK5, fluorogenic AMC substrate cleavage; inhibition, % at 5 µM; Q9Y337; actives 0.59% (n = 210,000); AID 873;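 active means inhibition of 40% or more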;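 further: 0% = enzyme controls without compound and 100% = no-enzyme blanks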
Target sequence (Q9Y337 67-293 limits assumed): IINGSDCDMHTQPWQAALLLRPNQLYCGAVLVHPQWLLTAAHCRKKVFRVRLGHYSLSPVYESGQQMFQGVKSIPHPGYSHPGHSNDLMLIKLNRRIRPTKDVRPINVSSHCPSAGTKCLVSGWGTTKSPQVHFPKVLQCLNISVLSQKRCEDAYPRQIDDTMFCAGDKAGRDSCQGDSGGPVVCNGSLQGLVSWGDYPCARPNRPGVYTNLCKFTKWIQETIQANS
Cl transport mod: modulates chloride dependent transport by human KCC2; KCC2 cells, thallium flux FluoZin-2 fluorescence; B-score of Tl+ flux slope (higher = more flux/activation; lower = inhibition) at 10 µM; actives 2.2% (n = 190,000);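 active means thallium flux slope and its plate-corrected score both differing from the plate sample mean at a set confidence after two filtering rounds, in either direction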;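 further: slope of fluorescence scaled to starting intensity during 10 to 20 s after thallium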
p97 inhibitor: human p97 ATPase inhibition; recombinant p97 ATPase, Kinase-Glo ATP luminescence, 3 h; P55072; actives 0.42% (n = 220,000); inhibition, % at 8 µM; AID 1481; in the data active means inhibition above about 15%;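 further: 0% = DMSO vehicle and 100% = wells lacking enzyme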
FXIa inh: blocks human coagulation factor XIa protease activity; actives 0.14% (n = 220,000); inhibition, % at 5 µM; AID 798; purified FXIa, Boc-Glu-Ala-Arg-AMC fluorogenic substrate; P03951;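 active means inhibition of at least 40%; inactive means inhibition below 40%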;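 further: fluorescence of freed AMC excited at 355 nm; 0% = enzyme without compound and 100% = no enzyme blank; many of its hits are not listed in these tables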
FXIIa inh 1536: inhibitors of human coagulation factor XIIa; purified FXIIa, Boc-QGR-AMC fluorogenic substrate, 2 h; actives 0.3% (n = 220,000); inhibition, % at 5 µM; P00748; in the data active means inhibition above about 40%;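 further: 0% = enzyme with no compound and 100% = blank without enzyme; many of its hits are not listed in these tables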
Wee1 stabilizer: blocks degradation of human Wee1 kinase; reporter increase, % at 5 µM; HeLa Luc-Wee1K328M stability, luciferase luminescence; 100% = proteasome inhibitor MG132 effect; actives 1.2% (n = 220,000); P30291;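 active means activation above the mean of all tested compounds plus 3 SD, set per screening run, cut at about 8.8% in these data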;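 further: cells exposed to compound for 20 h before luminescence read; 0% = DMSO alone and 100% = MG132 at 30 µM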
PERK inhibitor: inhibitors of human PERK kinase; Q9NZJ5; actives 0.17% (n = 220,000); AID 1416; CHO PERK-DD fusion, SEAP luminescence translation reporter; inhibition, % at 5.6 µM;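 active means inhibition above the mean inhibition of all tested compounds plus 3 SD, set separately per screening campaign, cut at about 2.9% in these data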;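 further: PERK kinase domain activated by AP20187 dimerizer at 100 nM; 0% = DMSO with dimerizer and 100% = rapamycin at 8.4 µM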
thrombin 1536: thrombin (human) inhibition. AID 1046. P00734. inhibition, % at 5 µM. alpha-thrombin, Boc-VPR-AMC fluorogenic substrate cleavage. actives 0.26% (n = 220,000);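 active means inhibition at or above 40%; inactive means inhibition below 40%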;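 further: 0% = enzyme with no compound and 100% = wells without enzyme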
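Material: Human alpha-thrombin protein | Buffer or medium: pH 7.5 Tris-saline with Tween 20 | Reagent: Boc-VPR-AMC substrate, 15 µM final | Schedule: Reaction at ambient temperature | Detection: AMC fluorescence at 355 nm excitation and 460 nm emission | Evaluation: Percent inhibition scaled between no-compound controls and no-enzyme blanks | Controls: no-compound enzyme wells and no-enzyme blanks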
Furin inhibitor: inhibitors of human furin; purified furin, fluorogenic substrate cleavage; inhibition, % at 30 µM; actives 0.061% (n = 220,000); in the data active means inhibition above about 25%; further: inactives centre near -15
Target sequence (P09958 108-714 limits assumed): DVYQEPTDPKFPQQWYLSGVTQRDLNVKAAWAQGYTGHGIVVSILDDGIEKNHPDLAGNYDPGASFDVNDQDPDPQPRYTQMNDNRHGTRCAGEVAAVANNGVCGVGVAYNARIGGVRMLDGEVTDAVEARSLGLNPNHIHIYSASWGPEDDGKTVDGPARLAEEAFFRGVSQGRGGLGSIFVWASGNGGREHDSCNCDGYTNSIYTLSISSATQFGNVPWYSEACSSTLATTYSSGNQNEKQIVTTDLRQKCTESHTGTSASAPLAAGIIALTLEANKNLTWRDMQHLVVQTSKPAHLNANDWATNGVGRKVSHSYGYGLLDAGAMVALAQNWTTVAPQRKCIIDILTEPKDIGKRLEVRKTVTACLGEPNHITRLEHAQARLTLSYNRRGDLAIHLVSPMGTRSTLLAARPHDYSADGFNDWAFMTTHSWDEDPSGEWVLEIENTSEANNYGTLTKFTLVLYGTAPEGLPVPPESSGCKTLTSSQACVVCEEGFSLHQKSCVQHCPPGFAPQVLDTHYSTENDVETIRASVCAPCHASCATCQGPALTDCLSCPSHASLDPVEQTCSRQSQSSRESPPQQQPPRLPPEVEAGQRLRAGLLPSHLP
Numbers without * were called inactive; / = not tested or not shown; [ ] = remark or other dose.

Results follow in this order: hK5 inh	Cl transport mod	p97 inhibitor	FXIa inh	FXIIa inh 1536	Wee1 stabilizer	PERK inhibitor	thrombin 1536	Furin inhibitor
COCCNC(=O)NC(=O)COC(=O)C1(c2ccc(Cl)cc2)CC1
    -3	0.58	2	3	5	4	0.2	/	-28
CCCNc1nc(C)nc2c1cnn2CCc1ccccc1
    4	-0.028	1	-2	-2	-1	-0.7	3	11[20 µM]
COc1ccc(C)cc1NC(=S)NN1CCN(C)CC1
    -5	0.19	4	-2	4	-4	2.4	2	-16
CCC(C)(C)NC(=O)C(c1ccc(F)cc1)N(Cc1ccccc1)C(=O)c1cnccn1 (stereo unspecified)
    0	0.49	-1	-3	7	-3	-0.5	-1	-25
COC(=O)c1c(C)oc2ccc(OC(=O)c3cccs3)cc12
    13	1.4	-1	2	-1	-2	0.8	-6	-21
CC(C)(C)NC(=O)NC(=O)CN1CCN(S(=O)(=O)c2ccc3c(c2)OCCO3)CC1
    4	0.8	-2	-1	12	-3	0.2	3	-17
Nc1cccc(-c2ccc(CO)o2)c1
    -2	0.17	-3	-2	7	-2	0.2	-9	-13
Cc1ccc(-c2c(C#N)c(N)nc3c2CCCC3)o1
    4	-0.011	1	-1	9	0	0.2	0	-25
COc1cc2c(cc1OC)C1=C(C#N)CCC(=NC(=O)c3ccco3)N1CC2
    -10	0.7	2	-3	5	-1	0.6	1	-15
COc1cccc(CNC(=O)C2CCN(S(=O)(=O)N3CC(C)CC(C)C3)CC2)c1 (stereo unspecified)
    -7	1.1	-4	-2	9	-3	-0.8	4	-7
Cc1ccc(C(=O)CSc2nnc(-c3snnc3C)n2C2CC2)cc1
    2	0.018	-3	-3	14	-1	1.5	1	-15
COc1ccc(OC)c2c1C(=O)C(Cl)=C(Cl)C2=O
    -2	-2.5	13	-2	1	6	-1.4	-6	-5
N#Cc1nc(COc2ccc(Cl)cc2Cl)oc1N1CCN(c2ccccc2)CC1
    -12	/	0	4	10	1	0.9	-5	-11
CC1=N/C(=C\c2ccc([N+](=O)[O-])cc2)C(=O)N1c1cc(Cl)ccc1C
    2	/	8	-2	14	0	-0.3	2	-18
COc1ccccc1CNCc1ccc(OC)c(OC)c1OC
    -14	0.28	-2	7	14	-1	-1.1	-2	-11[20 µM]
OCCN1CCN(c2ncnc3nc[nH]c23)CC1
    1	0.45	-2	11	17	0	1.0	2	-17
Nc1cc(C(=O)OCC(=O)NCC2CCCO2)ccc1Cl (stereo unspecified)
    19	0.36	0	17	21	4	0.4	0	-27
COc1ccc(-n2c(O)c(/C=N/n3cnnc3)c3ccccc3c2=O)cc1
    -8	/	10	-13	-9	-2	1.4	-1	-6
COc1ccc(C2C(=O)N(C3CCCCC3)CC(=O)N2CCc2ccccc2)cc1OC (stereo unspecified)
    1	/	-6	-6	15	-1	-0.9	-2	-20
Cn1c(=O)c(=O)n(C)c2cc(S(=O)(=O)N3CCN(c4ccc(F)cc4)CC3)ccc21
    -2	-1.3	3	-1	11	3	1.1	0	-3
COc1ccc(/C=N/Nc2nc(N3CCCC3)nc(N3CCCC3)n2)cc1O
    -8	-1.1	0	7	19	-2	-0.4	3	-10[20 µM]
Cc1cc(N)n(-c2ccc3ccccc3c2)n1
    12	-0.11	1	-5	11	2	-0.2	-1	-24[20 µM]
Cc1n[nH]c(=S)n(/N=C/c2ccccn2)c1=O
    -12	/	6	-5	4	3	1.4	-4	-16
COc1ccc(OCC(=O)Nc2cc(-c3nn(C)c(=O)c4ccccc34)ccc2N2CCOCC2)cc1
    4	0.13	-4	1	16	2	-0.5	1	-24
Cc1cc(C)cc(N(C(=O)Cn2nnc3ccccc32)C(C(=O)NCc2ccco2)c2ccncc2)c1 (stereo unspecified)
    2	1.3	-9	-1	-12	-1	-1.0	-4	-2
COc1ccc(C(=O)N2CCN=C2SC)cc1
    13	/	1	1	13	2	0.1	5	-21
O=S(=O)(c1ccc(NC(=S)NC2CC2)cc1)N1CCOCC1
    /	0.51	1	1	6	-2	0.6	-2	-35
Cc1ccc(C2(C)NC(=O)N(CC(=O)c3ccc(Cl)s3)C2=O)cc1 (stereo unspecified)
    -9	-0.14	-5	6	5	4	-0.5	-2	4
Cc1ccc(Nc2nc3ccccc3c(=O)s2)cc1C
    -9	17*	4	7	8	10*	0.2	0	-10
COCCNC(=O)c1c(N)n(/N=C/c2cccs2)c2nc3ccccc3nc12
    -27	/	1	-9	-4	4	-0.3	-6	-25[20 µM]
Cc1cccc(NNC(=O)C2CCC2)c1
    -5	1.1	5	-3	5	-1	0.0	2	-13
CCOc1ccc(-n2c(SCC(=O)Nc3ccccc3C)n[nH]c2=O)cc1
    2	0.65	-1	1	11	0	0.0	-5	-30[20 µM]
O=C(Nc1ccc(-c2nc3cccnc3s2)cc1)c1ccc(Br)o1
    -9	-0.3	-4	-5	18	2	-0.1	-6	-30
CS(=O)(=O)NNC(=O)c1sccc1OCc1ncc(C(F)(F)F)cc1Cl
    1	0.57	-2	1	8	1	-1.5	0	-18
CN(CC(=O)c1c(N)n(C)c(=O)n(C)c1=O)c1ccccc1
    18	-0.19	4	-1	7	-3	0.1	12	-18
CN(C)C(=O)C(=O)c1cccn1-c1cccc(Cl)c1C#N
    /	-0.39	0	7	13	2	0.7	2	-12
CC(C)(C(=O)O)n1cncn1
    2	-0.2	7	-2	5	7	0.3	-3	-28
COc1cc(C(=O)NCC(=O)N/N=C/c2c(C)[nH]c3ccccc23)cc(OC)c1OC
    4	-0.12	4	2	9	-2	2.1	0	-18
Nc1nnc(SCC(=O)Nc2ccc3c(c2)OCCO3)s1
    -3	0.53	-8	-5	-7	5	0.2	-2	-11[20 µM]
COc1ccc(C(=O)Nc2ccc(S(=O)(=O)N3CCCC3)cc2)cc1
    -18	0.26	-5	8	2	-4	0.2	0	-1
O=S(=O)(c1cccc(NC(=S)N2CCN(c3cccc(Cl)c3)CC2)c1)C(F)F
    -7	0.6	2	8	3	3	0.9	0	-16
CC(Sc1nc(N)c2c3c(sc2n1)CSC(C)(C)C3)C(=O)Nc1ccccc1 (stereo unspecified)
    -1	-1.3	11	4	9	1	0.1	-2	-12
Cc1ccc(CNCC(=O)Nc2ccc(N3CCOCC3)cc2)cc1
    1	0.53	14	8	3	3	1.8	-4	-21
CC1=C(CC(=O)c2ccc(Cl)cc2)C(=O)c2ccccc2C1=O
    2	0.39	6	-4	11	1	2.9*	-3	0[20 µM]
O=C(CN(Cc1cccs1)S(=O)(=O)c1ccc(S(=O)(=O)N2CCCCC2)cc1)Nc1ccccc1
    -3	0.15	6	8	9	2	1.2	-3	-28
CCCCCCC(=O)Nc1nc(C)c(-c2csc(Nc3cc(Cl)ccc3C)n2)s1
    -19	-0.17	0	-2	5	-2	0.1	-1	-20[20 µM]
CCc1nc(SCC(=O)Nc2ccc3c(c2)OCCO3)c2oc3ccccc3c2n1
    10	/	-2	0	6	0	-0.9	-3	-22
CC1S/C(=N/N=C2CCC(C(C)(C)C)CC2)NC1=O (stereo unspecified)
    -9	0.84	5	5	10	-1	1.7	-2	-28
N/C(=N\OC(=O)CCCOc1ccccc1)c1ccc([N+](=O)[O-])cc1
    -6	-1.7	2	-2	3	-1	1.1	5	-20
COC(=O)C1=C(C)N=C2SC(C)C(=O)N2C1c1cccs1 (stereo unspecified)
    -9	-0.48	3	5	15	0	1.2	2	-15
Cc1ccc(S(=O)(=O)Nc2ccc3ccccc3n2)cc1
    -7	-0.26	9	-4	3	0	0.9	0	-2
COc1ccccc1/C=C(/C(=O)OCC(=O)NCc1ccccc1)c1ccccc1
    -17	-0.86	-1	0	6	0	-0.3	-4	-7
Cc1cc(O)c(C(C)C)cc1N=Cc1ccccc1O
    -1	-0.92	-1	-5	7	-1	1.3	-1	-26
O=C(CCn1cnc(-c2ccccc2)c1-c1ccccc1)N/N=C/c1ccccc1O
    -3	-0.88	7	-1	5	4	-0.2	-7	-12
O=C(CSc1nnc2ccccn12)NCc1cccs1
    -2	0.62	3	6	-1	-3	0.5	-6	-15
Cc1cccc(NC(=O)CC2NCCNC2=O)c1 (stereo unspecified)
    -25	/	-4	8	15	-2	0.5	4	-4[20 µM]
C=CCOC(=O)C1=C[C@@H](c2ccc(Br)cc2)[C@H](CCCO)[C@@H](OCC)O1
    2	0.2	-3	0	13	-3	0.7	-4	-29
COC(=O)c1c(NC(=O)CN2CCC3(O)CCCCC3C2c2ccc(OC)cc2OC)sc(C)c1C (stereo unspecified)
    -10	-0.48	4	21	30	-2	0.2	-2	-16
CCOc1ccc2c(c1)C(c1cccs1)=NNC(c1cccnc1)=N2
    13	-0.13	-1	1	8	-3	-0.4	-2	-17
CCOc1ccc(-c2nnn(CC(=O)NCc3ccc(OC)cc3)n2)cc1OCC
    -10	0.98	7	3	19	3	2.1	-7	-19

The results go on.
Results follow in this order: hK5 inh	Cl transport mod	p97 inhibitor	FXIa inh	FXIIa inh 1536	Wee1 stabilizer	PERK inhibitor	thrombin 1536	Furin inhibitor
Cc1ccc(CCC(=O)Nc2ccccc2F)s1
    -14	0.046	-1	-2	2	2	0.9	0	-19
CCNc1nnc(-c2ccncc2)s1
    -5	0.29	-6	-9	-13	1	0.0	-6	-13[20 µM]
CCOc1cc(C(=S)N2CCOCC2)ccc1O
    -2	0.77	3	1	11	3	0.8	3	-24
COc1ccc(C2C=C(c3ccc(Br)cc3)Nc3nc(N4C(=O)CCC4=O)nn32)cc1 (stereo unspecified)
    -85	/	4	-3	13	-1	1.1	53*	-28
O=C(O/N=C(/c1ccccc1)c1ccncc1)c1ccc(F)cc1
    -4	-3	7	-1	9	0	1.5	-12	-23
COC(=O)CSc1nnc(CNC(=O)Cc2ccccc2)n1-c1ccccc1OC
    -16	/	-6	15	26	2	-0.4	4	-14
CN(C)C(=S)Nc1cccc(F)c1
    1	/	4	5	12	1	1.5	0	-23
COC(=O)c1ccccc1NC(=O)N1CSC[C@H]1C(=O)OC
    5	0.33	3	2	9	0	1.1	-2	-8
COc1ccc(N2CCN(C(c3ccccc3)c3nnnn3Cc3ccc(F)cc3)CC2)cc1 (stereo unspecified)
    -4	-1.4	0	1	3	0	0.1	1	-4
Cc1ccc(F)cc1NC(=O)Nc1cc(C(C)(C)C)nn1C
    4	-0.45	5	4	11	1	-1.2	2	-20
O=C(COc1ccccc1C(=O)NCC1CCCO1)Nc1ccc(Br)cc1 (stereo unspecified)
    -7	-1.5	-7	-10	2	3	-0.9	-8	-10

One compound at a time, from the list above. Values in the order: hK5 inh | Cl transport mod | p97 inhibitor | FXIa inh | FXIIa inh 1536 | Wee1 stabilizer | PERK inhibitor | thrombin 1536 | Furin inhibitor
CCOc1cc(C(=S)N2CCOCC2)ccc1O as listed: -2 | 0.77 | 3 | 1 | 11 | 3 | 0.8 | 3 | -24
O=C(O/N=C(/c1ccccc1)c1ccncc1)c1ccc(F)cc1 as listed: -4 | -3 | 7 | -1 | 9 | 0 | 1.5 | -12 | -23
Cc1ccc(CCC(=O)Nc2ccccc2F)s1 as listed: -14 | 0.046 | -1 | -2 | 2 | 2 | 0.9 | 0 | -19
COc1ccc(C2C=C(c3ccc(Br)cc3)Nc3nc(N4C(=O)CCC4=O)nn32)cc1 (stereo unspecified) as listed: -85 | / | 4 | -3 | 13 | -1 | 1.1 | 53* | -28
CCNc1nnc(-c2ccncc2)s1 as listed: -5 | 0.29 | -6 | -9 | -13 | 1 | 0.0 | -6 | -13[20 µM]
